Cneo AK release = Cryptococcus neoformans cell lysis inducers, primary screen, AK release luminescence, single concentration; C. neoformans lysis, adenylate kinase release luminescence, 4 h; normalised: neutral wells 0, clomiphene wells 100; lysis activity, % at 15 µM; actives 0.2% (n = 360,000); AID 651654, 2012;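 active = mean lysis activity across replicates of at least 80%, whatever share of replicates individually reach that level; inactive = mean lysis activity below 80%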
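Material: C. neoformans cells | Amount: Yeast cell density of 5 × 10^6 cells/mL | Medium: Fresh YPD growth medium | Dosing: Single dose | Times: Static 4 h at 37 °C with compound, 1 h detection | Detection: AK luminescence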
EWS-Fli inh = EWS/Fli-driven NR0B1 reporter inhibitors, primary screen, A673 cells, NR0B1 luciferase, luminescence, MLPCN library | viability-normalised | inhibition, % at 12.6 µM | actives 0.67% (n = 350,000) | AID 651661, 2012;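 active = mean inhibition of at least 50% after viability correction, with every replicate also passing that limit; inconclusive = mean reaches 50% but only one of two replicates passes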;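 note: firefly luciferase signal divided by Alamar Blue viability fluorescence both relative to DMSO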
PGC1a acetyl inh = inhibitors of PGC1a acetylation signal, primary screen, cell-based, U2OS, AlphaScreen, inhibitor mode; actives 0.17% (n = 350,000); AlphaScreen anti-acetyl-lysine; with virally co-expressed GCN5 acetyltransferase; inhibition, % at 15.6 µM;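 active = every replicate shows inhibition of at least 40%; inconclusive = mean inhibition at least 40% but some replicate below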;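 note: 0% = neutral control wells and 100% = positive control wells; some results beyond the cut were filed as inactive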
PAX8 reporter = inhibitors of PAX8-driven TPO luciferase reporter, primary screen, RMG-I cells, single concentration; inhibition, % at 12.6 µM; AID 652154, 2013; actives 1.2% (n = 360,000); SteadyGlo, 24 h;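 active = mean replicate inhibition at least 60% with every replicate also reaching 60%; inconclusive = only one of the two criteria is met; inactive = mean below 60% and not all replicates reaching 60%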;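 note: luciferase light reporting Pax8 driven TPO promoter activity; plate controls were median of neutral control wells for no effect and mitoxantrone controls for full effect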
LGR2 antag = inhibitors of bursicon-induced LGR2 CRE-luciferase signal, primary screen, cell-based, HEK293, CRE-luciferase reporter, bursicon stimulation. inhibition, % at 9.99 µM. AID 720647, 2013. bursicon-stimulated, 4 h. actives 0.35% (n = 380,000). Drosophila bursicon receptor LGR2 (rickets);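 active = drop in luminescence signal, shown as inhibition above about 50% in the replicate tests, limit read from the data, passing the limit was not always enough; inconclusive = probably only some replicates passing the limit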;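 note: agonist challenge used bursicon conditioned medium at about half maximal strength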
FN deposit inh = inhibitors of fibronectin matrix deposition, primary screen, AH1F cells, Alexa488-fibronectin fluorescence, plate reader; actives 0.086% (n = 350,000); AH1F fibroblasts, overnight; inhibition, % at 12.6 µM;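 active = mean inhibition across replicates of 30% or more, regardless of how many single replicates reach that level; inconclusive = mean under 30% yet at least half of replicates reach 30%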;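 note: positive control wells lacked labelled fibronectin entirely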
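Material – AH1F fibroblast monolayer, labelled fibronectin deposition · Reagent – labelled fibronectin 24 nM · Timing – 1 h adhesion, overnight exposure · Measured by – fluorescence at 485 nm excitation, 525 nm emission · Read-out – inhibition of fibronectin deposition signal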
Casp6 inh = human caspase-6 inhibitors, primary screen, biochemical, VEID-R110 fluorescence, single point, set 2; inhibition, % at 12.5 µM; P55212; purified caspase-6, Z-VEID-R110 cleavage fluorescence; actives 0.53% (n = 350,000);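 active = mean inhibition across replicates at least about 35%, with every replicate also reaching that limit, limit read from the data; inconclusive = only one of the two criteria met; inactive = neither criterion met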;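 note: 0% = median of neutral control wells and 100% = no fluorescence left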
Target sequence (P55212 24-179 limits assumed): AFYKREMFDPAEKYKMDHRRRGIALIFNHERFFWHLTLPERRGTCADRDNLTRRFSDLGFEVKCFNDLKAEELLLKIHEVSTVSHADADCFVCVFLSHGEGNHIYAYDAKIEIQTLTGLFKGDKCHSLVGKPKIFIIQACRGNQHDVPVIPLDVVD
Target sequence (P55212 194-293 limits assumed): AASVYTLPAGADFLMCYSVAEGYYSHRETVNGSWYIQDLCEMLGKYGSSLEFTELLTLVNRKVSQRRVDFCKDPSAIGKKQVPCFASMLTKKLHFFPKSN
miR-122 sensor = miR-122 Renilla sensor signal increase in Huh7, primary screen, miR-122 inhibitor project, cell-based, single point, plate reader; Huh7 miR-122 Renilla luciferase sensor, 48 h; neutral wells = 0, positive control = 100; activation (reporter increase), % at 12.5 µM; actives 0.3% (n = 340,000); AID 602342, 2012;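 active = mean replicate activation score at least 90 and every replicate individually at or above 90; inconclusive = only one of the two criteria met; inactive = neither criterion met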;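 note: higher luciferase means less miR-122 activity so hits act as miR-122 inhibitors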
Starred values were filed as active, the others as inactive; ? = inconclusive; . = no result given; [ ] = dose if it differs, or a comment.

SMILES	Cneo AK release	EWS-Fli inh	PGC1a acetyl inh	PAX8 reporter	LGR2 antag	FN deposit inh	Casp6 inh	miR-122 sensor
Cn1nnnc1Sc1ncnc2scc(-c3cccc4c3sc3ccccc34)c12	-1	11	20	88*	32	-3	1	-5
COCC(C)n1c(C)cc(C(=O)COC(=O)c2ccc3c(c2)NC(=O)CS3)c1C (centres undefined)	-1	-9	-5	12	-17	6	-1	10
COc1ccccc1Cn1c(=S)[nH]c2cc(C(=O)NCCCN3CCOCC3)ccc2c1=O	-2	20	-6	-12	4	12	.	-4
C[C@@H]1CN([C@@H](C)CO)C(=O)c2cc(C#CCN(C)C)cnc2O[C@H]1CN(C)S(=O)(=O)c1ccccc1	54	-15	9	.	6	5	-1	-8[16.7 µM]
Cc1c(CCO)c(=O)n(C)n1C(=O)c1ccc(Cl)cc1	-1	.	-3	.	.	-4	.	-16
O=C(NNc1c2ccccc2nc2ccccc12)C(O)c1ccccc1 (centres undefined)	-1	10	5	20	-3	-31	4	2
Cc1cccc(NCC(=O)N/N=C\c2cccn2C)c1	-4	-8	5	19	-16	9	-1	-3
CCN(CC(=O)Nc1ccc2c(c1)OCCO2)C(=O)/C=C/c1cc(Br)ccc1OC	0	-6	.	-10	-9	-5	-4	-1
CCCCN(CCCC)S(=O)(=O)c1ccc(NC(=O)Cc2cccs2)cc1	-3	27	-10	.	.	.	7	18
O=[N+]([O-])c1ccc(Cl)cc1P(=O)(O)c1cc(Cl)ccc1[N+](=O)[O-]	.	-3	.	.	-2	1	-2	.
Cc1nc(NC(=O)c2ccco2)sc1-c1csc(Nc2ccc(Cl)cc2)n1	6	17	.	8	.	8	0	-26
COc1ccc(NC(=O)N(Cc2ccc3c(c2)OCO3)C2CC(=O)N(c3ccc(OC)cc3)C2=O)cc1 (centres undefined)	-2	.	-12	.	8	2	.	-1

Next part (five carried over from the part before).
SMILES	Cneo AK release	EWS-Fli inh	PGC1a acetyl inh	PAX8 reporter	LGR2 antag	FN deposit inh	Casp6 inh	miR-122 sensor
CCN(CC(=O)Nc1ccc2c(c1)OCCO2)C(=O)/C=C/c1cc(Br)ccc1OC	0	-6	.	-10	-9	-5	-4	-1
CCCCN(CCCC)S(=O)(=O)c1ccc(NC(=O)Cc2cccs2)cc1	-3	27	-10	.	.	.	7	18
O=[N+]([O-])c1ccc(Cl)cc1P(=O)(O)c1cc(Cl)ccc1[N+](=O)[O-]	.	-3	.	.	-2	1	-2	.
Cc1nc(NC(=O)c2ccco2)sc1-c1csc(Nc2ccc(Cl)cc2)n1	6	17	.	8	.	8	0	-26
COc1ccc(NC(=O)N(Cc2ccc3c(c2)OCO3)C2CC(=O)N(c3ccc(OC)cc3)C2=O)cc1 (centres undefined)	-2	.	-12	.	8	2	.	-1
CCCC(=O)NC(c1ccc(OC)cc1)c1c(O)ccc2ccccc12 (centres undefined)	-1	37	-9	7	20	-3	2	.
C[C@H](NC(=O)C[C@H]1CC[C@H](NC(=O)Cc2ccccn2)[C@H](CO)O1)c1ccccc1	0	-4	7	13	-6	0	0	-4[16.7 µM]
COc1cc(CNc2ncnc3c2ncn3[C@H]2CN(Cc3cccs3)C[C@@H](CO)O2)cc(OC)c1OC	5	-2	1	7	16	-5	1	2
COc1ccccc1C(=O)Nc1ccnn1C1CCN(C(=O)C2CCOC2)CC1 (centres undefined)	-2	-13	7	6	-12	-7	0	-2
O=C(CCCOc1ccc(Cl)cc1)NCCc1ccccc1	0	2	.	-18	-7	0	-2	.
Nc1ccc(C(=O)OCC(=O)NC2CCCc3ccccc32)cc1[N+](=O)[O-] (centres undefined)	0	.	-11	.	.	2	.	5
COc1ccc2nc(SC)cc(C)c2c1	.	-2	.	-31	-12	15	0	.
OC[C@H]1Nc2ccc(C#Cc3ccc(F)cc3)cc2[C@H]2[C@@H]1CCN2Cc1ccc2c(c1)OCO2	-26	-7	-9	-22	2	-2	1	6[16.7 µM]
COc1ccc(/C=C/C(=O)Nc2ccccc2C(=O)N2CCCC2)cc1	-3	.	-1	.	.	-16	.	-10
Cc1cc(NC(=O)Nc2ccc(F)c(Cl)c2)no1	1	.	-11	.	7	2	.	0
COC(=O)c1ccc(NC(=O)CSCc2ccc(C)cc2)cc1	0	.	-57	.	0	2	.	-1
COc1ccc(-c2nn(-c3ccccc3)cc2CNC(C)Cn2cncn2)c(F)c1 (centres undefined)	0	8	-3	20	-1	5	-1	6
CCOC(=O)CNC(=O)c1cn(C)c(=O)c2cc(OC)c(OC)cc12	6	.	-1	-9	.	1	.	0
CCCC(c1nnnn1CS(=O)(=O)c1ccc(C)cc1)N1CCC(C(N)=O)CC1 (centres undefined)	6	3	4	-6	-7	-3	5	6
O=C(NCc1ccccn1)[C@@H]1CCCN1C(=O)[C@@H]1CCCN1C(=O)c1ccc(Cl)cc1	.	0	.	9	8	5	0	.
O=C(NCc1nnnn1-c1ccc(F)c(F)c1)c1cc2ccccc2o1	-1	-1	-5	-2	5	0	7	1
COc1ccc(NC(=S)Nc2ccccn2)cc1	10	-82	8	-88	-42	4	-4	-7
O=C(Nc1nc(-c2ccncc2)cs1)c1ccc(F)cc1	1	-2	16	23	-17	5	-1	-3
O=C(NCc1ccco1)c1ccc(Cl)s1	.	0	.	-2	5	4	4	.
CCOc1nc2cnccc2n(CC(=O)Nc2ccccc2C(=O)OC)c1=O	2	-6	.	7	-4	14	-7	0
C[C@@H]1CN([C@H](C)CO)C(=O)c2cc(NS(=O)(=O)c3ccc(Cl)cc3)ccc2O[C@@H]1CN(C)S(=O)(=O)c1cn(C)cn1	5	3	-2	.	0	.	0	26[16.7 µM]
COc1ccc2c3c(n(C)c2c1)[C@@H](CO)N(C)CC31CCN(C(=O)c2cccnc2)CC1	.	-2	1	.	-10	1	-5	.
COc1ccccc1CNC(=O)C[C@@H]1CC[C@@H]2[C@@H](COc3ccc(NC(=O)Nc4ccc(F)c(F)c4)cc3C(=O)N2C)O1	-2	-19	0	14	-4	15	.	6[16.7 µM]
COc1ccccc1C(=O)NC(=O)CSc1nc2nc(C)cc(C)n2n1	-1	4	.	5	4	1	0	.
O=c1c2ccccc2nc2ccccn12	.	-42	-17	-47	-44	.	-3	.
N#C/C(=C/c1ccccc1)C(=O)NCc1ccccc1	-1	-12	5	-7	14	2	-1	.
CCOc1ccc(CCNC(=O)Cn2nc(C)c3c(C)n(-c4ccccc4)nc3c2=O)cc1	0	.	-4	18	11	-15	-2	-2
CCOc1ccc(/C(CCC(=O)O)=N/NC(=S)NC(C)C)cc1	.	-1	.	2	1	-3	2	.
Cc1cccc(C(=O)OCC(=O)Nc2sc3c(c2C#N)CCC3)c1	5	.	-8	-2	0	2	.	0
COc1ccccc1-c1csc(NC(=O)c2cc(-c3cccs3)nc3ccccc23)n1	.	-2	.	2	8	0	0	.
CN(CCOc1ccccc1)S(=O)(=O)c1ccc2oc3ccccc3c2c1	0	.	-2	.	.	-13	.	29
Cc1[nH]c2ccc(C(=O)N3CCN(c4ccc(F)cc4)CC3)cc2c1C	2	0	0	-6	-16	-6	2	-11
O=C(Nc1ccccc1F)N1C[C@@H]2[C@H](c3ccccc31)[C@@H](CO)N2C(=O)C1CCCCC1	0	-31	0	-39	-32	.	-1	12[16.7 µM]
CCc1ccccc1N(C(=O)c1cccs1)C1C=CS(=O)(=O)C1 (centres undefined)	-1	.	-4	.	7	3	.	-2
CCN1C(=O)c2cccc3c(S(=O)(=O)NC(Cc4ccccc4)C(=O)O)ccc1c23 (centres undefined)	-1	1	.	7	-2	4	17	-3
CO[C@@H]1CN(C)C(=O)c2ccc(NC(=O)C3CCCC3)cc2OC[C@@H](C)N(S(=O)(=O)c2ccc(Cl)cc2)C[C@H]1C	-2	-2	-7	10	.	.	2	.
CC(C)c1ccc(NC(=O)CN2C(=O)c3ccccc3S2(=O)=O)cc1	5	-1	.	-41	9	4	2	-2
O=C(O)CN1C(=O)C(=O)N(Cc2ccccc2F)C1=O	5	3	.	19	1	-7	2	-2
Cc1ccc(S(=O)(=O)N(C)C[C@@H]2Oc3ccc(NC(=O)Nc4ccc(C(F)(F)F)cc4)cc3CC(=O)N([C@H](C)CO)C[C@@H]2C)cc1	0	?	14	97*	28	-45	0	123*[16.7 µM]
COCCCNCCOc1ccc(C(C)(C)c2ccccc2)cc1	.	12	.	11	11	1	-6	.
NC(=O)c1c(N)[nH]c(C(=O)c2ccccc2)c1-c1ccc2ccccc2c1	.	-5	.	-15	.	-2	2	.
COCCn1c(SCCOc2ccccc2)nc2ccccc2c1=O	0	8	0	8	14	-10	5	0
CN(C(=O)CN1C(=O)NC2(CCCc3ccccc32)C1=O)C1CCCCC1 (centres undefined)	-1	4	7	-11	24	4	0	4
COc1ccc(NC(=O)C2CCN(S(=O)(=O)c3cccc4nonc34)CC2)c(OC)c1	-2	6	.	10	-7	-1	-2	.
COc1ccc(N(C)C(=O)CCS(=O)(=O)c2cccc3nsnc23)cc1	1	0	-7	2	17	10	6	-2
COc1ccc(-c2cc(=O)n(CCC#N)[nH]2)cc1	3	.	.	14	1	-4	.	-11
Cc1ccc(C(=O)NCN2CCN(c3ccccc3)CC2)cc1	-5	-4	8	-6	-6	-4	0	-5
Cc1noc(C)c1S(=O)(=O)Nc1ccc2c(c1)C(=O)N([C@@H](C)CO)C[C@@H](C)[C@@H](CN(C)C(=O)Nc1ccccc1)O2	0	-5	-4	.	-8	.	3	-4[16.7 µM]
CCc1nc(SCc2ccc(C(=O)OC)o2)c2c(=O)n(C)c(=O)n(C)c2n1	1	-1	-1	-7	-5	3	-1	-3
Clc1ccc(-c2ccc(CNCc3ccccn3)o2)cc1	-1	-42	.	-46	-14	-8	-1	3
Cc1noc(C)c1S(=O)(=O)Nc1ccc(C(=O)Nc2ccc(OC(F)(F)F)cc2)cc1	-2	11	-5	16	5	12	1	16
CC1(CCc2ccccc2)NC(=O)N(CC(=O)O)C1=O (centres undefined)	-1	12	-3	11	1	-4	-2	-1
O=C(CCN1C(=O)NC2(CCCC2)C1=O)Nc1ccc(-c2nc3ccccc3s2)cc1	-2	27	-17	-85	3	-6	2	4
COc1ccc(C(=O)NNC(=O)CSc2nnc(-c3cccnc3)n2C)cc1	.	0	13	13	0	-7	-1	.
COc1ccc(S(=O)(=O)N2C[C@@H](O)COC[C@H]3O[C@@H](CC(=O)NCCCN4CCOCC4)CC[C@@H]32)cc1	-2	4	2	-11	16	-5	-39	10[16.7 µM]
COc1ccc(OC)c(CN2CCCC(CCC(=O)N(C)CCc3ccccn3)C2)c1 (centres undefined)	.	-29	4	4	11	10	-8	.
Cc1c(C(=O)O)cccc1-c1ccc(/C=C2/NC(=O)N(c3ccccc3)C2=O)o1	.	-65	0	-121	-51	-23	11	.
O=C(COc1coc(CN2CCN(c3ccc(F)cc3)CC2)cc1=O)Nc1ccccc1	2	19	12	-13	13	0	5	.

Bioassay records (PubChem)
